dFosB activator: activators of mouse delta FosB homodimer | P13346 | purified delta FosB, TAMRA-CDK5 oligo fluorescence polarization; percent of positive-control signal above neutral wells | activation, % at 25 µM | 340,000 tested, 0.99% active;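 active = mean activation above about 17%, with every replicate also reaching it, limit read from the data, passing the limit was not always enough; inconclusive = only one of the two conditions met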;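 note: fluorescence polarization rise as delta FosB binds a TAMRA Cdk5 AP-1 oligo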
Target sequence (P13346 whole entry, looked up): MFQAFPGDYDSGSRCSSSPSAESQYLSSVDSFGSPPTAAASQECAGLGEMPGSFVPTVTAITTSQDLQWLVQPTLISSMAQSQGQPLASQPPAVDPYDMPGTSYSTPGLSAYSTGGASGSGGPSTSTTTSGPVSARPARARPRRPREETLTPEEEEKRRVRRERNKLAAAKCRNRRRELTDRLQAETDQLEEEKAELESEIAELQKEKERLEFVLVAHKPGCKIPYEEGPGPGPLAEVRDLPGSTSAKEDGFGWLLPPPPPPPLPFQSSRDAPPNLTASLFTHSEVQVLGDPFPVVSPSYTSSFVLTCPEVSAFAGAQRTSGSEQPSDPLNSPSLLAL
NSD2 inh: blocks human histone methyltransferase NSD2. O96028. NSD2 peptide methylation, AlphaScreen, 120 min. inhibition, % at 12.5 µM. 310,000 tested, 0.54% active. AID 743445; in the data active = inhibition above about 50%
SR-BI DiI inh: inhibitors of mouse SR-BI mediated HDL lipid uptake; Q61009; 320,000 tested, 0.96% active; inhibition, % at 12.5 µM; ldlA[mSR-BI] CHO cells, DiI-HDL uptake fluorescence, 3 h;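 active = mean replicate inhibition of at least 70% and a set share of replicates each scoring 70 or more; inconclusive = meets just one of the two criteria; inactive = fails both criteria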;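 note: 0% = median of neutral control wells and 100% = median of positive control wells; values of inactives mirror those of a sister screen read the other way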
Target sequence (Q61009 whole entry, looked up): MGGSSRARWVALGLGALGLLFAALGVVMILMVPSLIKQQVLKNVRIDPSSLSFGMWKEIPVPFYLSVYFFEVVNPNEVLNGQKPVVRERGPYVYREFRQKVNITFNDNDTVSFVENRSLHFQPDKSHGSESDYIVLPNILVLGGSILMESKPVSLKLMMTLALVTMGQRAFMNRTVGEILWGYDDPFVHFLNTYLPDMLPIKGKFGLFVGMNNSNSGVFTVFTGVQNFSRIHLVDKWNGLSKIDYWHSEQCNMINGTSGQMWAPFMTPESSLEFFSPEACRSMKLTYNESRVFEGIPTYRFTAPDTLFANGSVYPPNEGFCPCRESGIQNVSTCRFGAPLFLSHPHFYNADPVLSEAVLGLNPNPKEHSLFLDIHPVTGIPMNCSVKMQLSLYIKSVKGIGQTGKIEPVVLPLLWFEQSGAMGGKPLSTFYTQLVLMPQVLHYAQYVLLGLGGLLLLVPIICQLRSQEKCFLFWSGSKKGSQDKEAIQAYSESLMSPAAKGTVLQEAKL
PKA-R2B activ: activators of human PKA-R2B complex. P22694+P31323. PKA-R2B holoenzyme dissociation, Cy5-IP20 fluorescence polarization; R2B truncated from residue 108, S112A mutant; 0% DMSO only, 100% 113 µM cGMP. activation, % at 11.4 µM. 340,000 tested, 0.079% active;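 active = activation above a cutoff set at the mean over all compounds plus 3 SD, cut at about 18% in these data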;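 note: higher means more holoenzyme dissociation and a rise in polarization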
SUMO Mot1 rescue: blocks SUMOylation pathway, rescuing yeast Mot1-301 growth; S. cerevisiae Mot1-301 growth rescue, ATP luminescence, 38.5C; percent above DMSO median, 100 means doubled; growth rescue, % at 18.8 µM; 320,000 tested, 1% active;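 active = every valid replicate shows activation above 250% relative to neutral control wells; inactive = the rest, any valid replicate at or below 250%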;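 note: OY570 slx delta 5 strain wells were the positive control but not used for scaling; some compounds called inactive have numbers as strong as hits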
PKA-R1A act: PKA-R1A complex activation | activation, % at 11.4 µM | PKA-R1A dissociation, Cy5-IP20 fluorescence polarization; scaled: DMSO 0%, 113 µM cGMP 100% | P00514+P68181 | 340,000 tested, 0.083% active;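 active = percent activation above the mean of all tested compounds plus 3 SD, cut at about 19% in these data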;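 note: higher means more PKAc released from R1A so a rise in polarization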
SR-BI uptake up: enhances SR-BI lipid uptake from DiI-HDL | AID 504775 | CHO ldlA[mSR-BI] cells, DiI-HDL uptake fluorescence, 3 h; 100 = double the neutral-control signal | activation, % at 12.5 µM | 320,000 tested, 0.096% active;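 active = mean replicate activation of at least 60% and every replicate at or above 60%; inconclusive = mean or all-replicate condition met, but not both; inactive = mean below 60% and not all replicates reaching 60%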;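 note: 0% = median plate neutral-control signal and 100% = twice that signal; values of inactives mirror those of a sister screen read the other way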
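Assay system: CHO ldlA[mSR-BI] cells, LDL receptor-null, SR-BI overexpressing; medium: Ham's F12 with 0.5% BSA, HEPES 25 mM, pH 7.4; also added: DiI-HDL 10 µg/mL; timing: 3 h uptake period with compound, 37 °C; signal: DiI fluorescence, bottom read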
Arr AP2 block: blocks beta-arrestin peptide binding to AP2 adaptin; FITC-arrestin peptide / GST-AP2 beads, flow cytometry; AP2 beta2 appendage carries R879A mutation; inhibition, % at 10 µM; 340,000 tested, 0.31% active;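 active = inhibition above a set limit, near 3 SD of compounds lacking own fluorescence, cut at about 54% in these data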;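 note: plate controls were DMSO wells for no effect and 5 µM unlabelled arrestin peptide for full effect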
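Measured by: flow cytometry, FL1 (488/535 nm); Material: AP2 appendage R879A on GSH beads; Evaluation: percent response; Timing: pre-incubation 12 min, peptide binding 1 h, room temperature; Also added: 50 nM FITC-arrestin peptide; Medium: PBS with 0.05% Tween 20 and 0.1% BSA.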
DSG3 Ab inh: blocks pemphigus antibody binding to human desmoglein-3 | AID 588358 | P32926 | DSG3-coupled beads, scFv-anti-DSG3-GFP binding, flow cytometry; stronger effect = lower value | 310,000 tested, 0.48% active | binding (percent of control), % at 10 µM;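 active = binding more than 3 SD below its plate's average and above zero; inconclusive = below that plate limit but binding exactly zero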;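 note: hits lower antibody fragment binding to DSG3; some compounds called inactive have numbers as strong as hits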
CDK5 inh: blocks human CDK5/p35 kinase activity | 330,000 tested, 0.01% active | Recombinant CDK5/p35, ADP-Glo luminescence, 60 min | AID 488839 | inhibition, % at 10 µM;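 active = highest replicate inhibition of at least 50% and at least 75% of replicates reaching 50%; inconclusive = only one of the two criteria met; inactive = both criteria failed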;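 note: plate controls were DMSO neutral control for no effect and GW8510 at 10 µM for full effect; many of its hits are not listed in these tables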
MITF act: increases MITF-driven TRPM1 promoter luciferase signal; activation, % at 12.5 µM; 300,000 tested, 0.75% active; SK-MEL-5 TRPM1-promoter luciferase, 24 h; % of positive control, neutral wells = 0;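 active = mean activation of at least 80% with every replicate also reaching 80%; inconclusive = mean reaches 80% but some replicate falls short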;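 note: 0% = neutral control wells and 100% = parthenolide positive control wells; values of inactives mirror those of a sister screen read the other way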
* = called active by the depositor; i = inactive; ? = inconclusive; . = not tested or not shown. Hits appear at their usual frequency; 4.7% or so of the library scored in one or more.

dFosB activator	NSD2 inh	SR-BI DiI inh	PKA-R2B activ	SUMO Mot1 rescue	PKA-R1A act	SR-BI uptake up	Arr AP2 block	DSG3 Ab inh	CDK5 inh	MITF act	SMILES
-9	8	26	-7	-8	-1	-26	45	99	-1.9	-3	c1ccc2c(c1)CCN(c1nc(CN3CCOCC3)nc3sc4c(c13)CCCC4)C2
-13	-6	26	5	-2	-5	-26	-6	98	-7.9	4	O=C(/C=C/c1cccc([N+](=O)[O-])c1)NCCN1C(=O)S/C(=C\c2cccnc2)C1=O
-4	1	.	1	0	14	.	2	97	1.0	11	CC(C)CCN1C(=O)CC(NNC(=O)c2ccc(S(=O)(=O)N3CCCC3)cc2)C1=O (configuration not stated)
-7	-2	8	-6	25	3	-8	-11	98	-0.8	19	O=C(CCN1CCc2ccccc2C(c2ccccc2)C1)c1ccc2c(c1)OCCO2 (configuration not stated)
-7	.	52	-8	.	-1	-52	1	94	-0.5	-43	CN(Cc1ccccc1)C(=O)c1ccc(NC(=O)Cc2ccc(NC(=O)C3CCCN(C(=O)CCc4ccccc4)C3)cc2)cc1 (configuration not stated)
-3	-4	5	-6	-8	-11	-5	-3	105	-0.3	-4	Cc1ccc(C(=O)C(OC(=O)c2c(C)cc(=O)oc2C)c2ccccc2)cc1 (configuration not stated)
-2	1	13	-3	342	-3	-13	21	106	-0.5	3	CCc1[nH]nc2c1C1(CCOC1C)C(C#N)=C(N)O2 (configuration not stated)
-9	.	-2	-5	-5	-2	2	1	106	0.5	10	Cc1ccc(NC(=O)CCc2nnc3ccc(N4CCOCC4)nn23)cc1C
-3	.	14	1	36	-12	-14	5	.	-0.5	-8	CCOc1ccc(OCC)c(NC(=O)C2CCCN(C(=O)c3ccc(Cl)cc3)C2)c1 (configuration not stated)
-13	.	-5	-3	-8	-6	5	8	109	0.2	.	COc1ccc(CNC(=O)c2ccc(CS(=O)(=O)c3ccc(Br)cc3)o2)cc1
-9	-4	.	-8	-6	-4	.	-10	97	-0.3	6	CCc1c(C)nc(SCC(=O)N2CCCCC2CC)[nH]c1=O (configuration not stated)
0	4	8	9	-12	0	-8	13	104	1.0	-14	Cc1cc(N2CCCC2)ccc1/C=N/n1cnnc1
-4	0	-16	13	42	-4	16	-2	94	-0.7	5	CC(C)n1c(Sc2nccn2C)nc2c1c(=O)n(C)c(=O)n2C
2	.	8	-4	-11	-4	-8	7	101	-1.2	-11	Cc1cccc(N(C)c2ncnc3onc(-c4ccc(F)cc4)c23)c1C
-8	-2	-5	2	-18	6	5	1	.	2.4	7	CCN(C(=O)CCS(=O)(=O)c1cccc2nonc12)c1ccc(F)cc1
-6	-2	-1	-8	58	0	1	5	.	-0.3	.	CCCc1nc(SCc2ccc(Cl)cc2Cl)n[nH]1
-3	-1	-5	-4	12	-13	5	12	104	2.2	.	COc1ccc(C)cc1NC(=O)CC(O)(C(F)(F)F)C(F)(F)F
0	-6	.	1	2	-2	.	-6	.	-1.2	4	CC(C(N)=O)N1C(=O)NC2(CCCc3ccccc32)C1=O (configuration not stated)
-6	0	5	-3	-13	-9	-5	5	108	-2.6	21	CC1CCN(CC(=O)N2CC(=O)Nc3ccccc32)CC1
1	6	.	-1	-1	-2	.	33	107	1.4	-1	COc1ccc([N+](=O)[O-])cc1NC(=O)COC(=O)c1ccccc1O
-3	0	5	-11	1	4	-5	6	107	-7.0	7	CCC(Sc1nc2sc(C(=O)OC)c(C)c2c(=O)n1N)C(=O)N(CC)CC (configuration not stated)
3	2	-22	-3	-1	1	22	-3	98	0.6	.	COc1ccc(CCNc2nc(=O)[nH]nc2C)cc1OC
-4	.	29	4	.	-5	-29	2	93	0.7	-6	NC(=O)c1ncn([C@@H]2O[C@H](CNCc3cccc(OC4CCCC4)c3)[C@@H](O)[C@H]2O)n1
-4	-3	-17	-7	-9	-1	17	1	99	-1.4	-4	O=c1oc(Nc2ccccc2F)nc2ccccc12
-6	1	20	-16	-10	14	-20	5	101	0.8	-26	O=C(Nc1ccc(F)cc1)c1nc[nH]c1C(=O)Nc1ccccc1[N+](=O)[O-]
0	-3	35	-2	-12	7	-35	-11	100	2.3	-1	CCOC(=O)c1c(NC(=O)Cc2cccs2)sc(C(=O)N2CCCCC2)c1C
2	-6	24	-14	6	-10	-24	36	100	-0.9	17	COc1ccccc1OCCCOc1c(Cl)cc(C)cc1Cl
-17	0	-29	5	-6	5	29	-1	105	0.0	.	CCC(c1nnnn1Cc1ccco1)N(Cc1ccccc1OC)Cc1cc2cc(C)ccc2[nH]c1=O (configuration not stated)
-4	17	-12	11	8	-11	12	-5	111	1.4	14	CN(C)c1ccc(C(=O)N2CC(=O)N(CCc3ccccc3)C(=O)C2)cc1
-10	.	-2	-1	10	-6	2	-3	.	-0.1	-2	Cc1n[nH]c(=O)n1-c1ccc(Oc2ccccc2)cc1
-12	0	.	-8	165	1	.	-2	104	-9.6	14	COc1cc(NC(=O)COC(=O)c2cnccn2)c(C)cc1[N+](=O)[O-]
-1	.	-22	0	-1	7	22	-3	100	0.0	2	CNC(=O)c1nnc(Cc2ccc(Cl)cc2)o1
-3	2	-13	-13	15	0	13	0	90	-0.1	-4	CCCCN1C(=S)SC(C)(C)C1/[N+]([O-])=C/c1cccnc1 (configuration not stated)
-1	4	11	12	8	2	-11	-7	104	0.6	.	CCCOC(=O)C1=C(C)N(C)C(=O)NC1c1cc2c(cc1Br)OCO2 (configuration not stated)
-13	-1	0	-6	96	5	0	1	92	0.3	6	Cc1ccc(CNC(=O)CSc2nc3ccccc3c(=O)n2CC2CCCO2)cc1 (configuration not stated)
4	-4	35	-5	24	-2	-35	21	92	2.8	7	CCCn1c(=O)c(C(=O)Nc2cccc(C)c2)c(O)c2ccccc21

Whole records, looked up by structure. Screens in order: dFosB activator, NSD2 inh, SR-BI DiI inh, PKA-R2B activ, SUMO Mot1 rescue, PKA-R1A act, SR-BI uptake up, Arr AP2 block, DSG3 Ab inh, CDK5 inh, MITF act
Results for Cc1ccc(C(=O)C(OC(=O)c2c(C)cc(=O)oc2C)c2ccccc2)cc1 (configuration not stated) = -3, -4, 5, -6, -8, -11, -5, -3, 105, -0.3, -4
Results for CC(C)CCN1C(=O)CC(NNC(=O)c2ccc(S(=O)(=O)N3CCCC3)cc2)C1=O (configuration not stated) = -4, 1, ., 1, 0, 14, ., 2, 97, 1.0, 11

Later entries
dFosB activator	NSD2 inh	SR-BI DiI inh	PKA-R2B activ	SUMO Mot1 rescue	PKA-R1A act	SR-BI uptake up	Arr AP2 block	DSG3 Ab inh	CDK5 inh	MITF act	SMILES
-2	6	7	4	11	-7	-7	31	.	1.3	2	CCOC(=O)CSc1nnc(CCc2nc3ccccc3[nH]2)n1C
6	.	-22	-14	3	0	22	-3	99	-0.3	-1	CC(C)(C(=O)N[C@H](CO)c1ccccc1)C(=O)N[C@H](CO)c1ccccc1
1	-1	-23	-6	-6	5	23	25	105	-1.0	1	Clc1cccc(-c2nnc3n2CCCCC3)c1
-7	36	-1	7	-5	-9	1	-3	.	-0.2	3	CN1C(=O)c2ccc(Oc3ccccc3)cc2C1=O
-3	3	-17	-2	1	6	17	33	95	-2.0	3	CCOC(=O)c1c(S(=O)(=O)NCCc2ccc(OC)c(OC)c2)c(C)n(C)c1C
2	-1	10	-10	-28	-3	-10	3	98	-1.1	-15	O=C(NCc1ccc(Cl)cc1)C1CCN(S(=O)(=O)N2CCOCC2)CC1
3	-3	-67	-12	82	-18	?	-9	.	0.0	-5	CC(C)CN(CCCNC(=O)CN1C(=O)COc2ccc(S(=O)(=O)N3CCCCCC3)cc21)CC(C)C
4	0	3	-10	-21	12	-3	6	103	-1.6	-3	CN(C)/C=C(\C=O)c1cccc(Cl)c1
-12	3	-16	-9	-2	-3	16	-3	121	1.1	-11	CCCCc1cc(C(=O)Cc2ccccn2)c(O)cc1O
-1	-13	3	4	95	-9	-3	13	109	-0.3	9	CC(C)OC(=O)CC12CN3CC(CC(=O)OC(C)C)(CN(C1)C(=O)c1ccccc1C3=O)C2=O
9	0	6	7	6	1	-6	-10	106	0.2	3	CS(=O)(=O)Cc1ccc(C(=O)NC(c2ccccc2)c2ccccc2)cc1
1	-3	47	-1	23	0	-47	6	118	1.0	10	CCCC(=O)Nc1ccc2nc(SCC(=O)Nc3ccc(N4CCOCC4)c(Cl)c3)sc2c1
-2	-1	29	-6	i	-4	-29	26	106	2.3	-8	CCCn1c(CCC(=O)Nc2ccccc2Cc2ccccc2)nc2cc(S(=O)(=O)N3CCOCC3)ccc21
-5	28	5	1	-25	1	-5	10	104	0.8	-1	CCC(C)(C)n1nnnc1C(c1ccc(OC)c(OC)c1)N1CCN(c2ccc(OC)cc2)CC1 (configuration not stated)
-12	-1	9	-10	1	-4	-9	5	126	-2.7	2	CCSc1nnc(-c2ccc(S(=O)(=O)NCc3cccs3)cc2)o1
-5	2	15	2	.	-3	-15	-5	95	-2.7	6	COC1OCC(O)C(OC(=O)c2ccccc2)C1OC(=O)c1ccccc1 (configuration not stated)
-4	8	6	-2	2	-7	-6	-9	100	1.2	.	CCOc1cc(C=O)cc(N=Nc2cccc([N+](=O)[O-])c2)c1O
-12	.	72*	7	-15	5	-72	-12	112	-0.2	-16	O=C(Nc1ccc(Cl)c(S(=O)(=O)N2CCOCC2)c1)c1ccc2c(c1)OCCO2
-8	8	0	-2	52	-9	0	-5	.	0.8	-6	Cc1ccc(CNC(=O)CCn2ccc3cc(S(=O)(=O)N4CCCC4)ccc32)cc1
-5	0	10	-12	-11	-18	-10	1	97	-0.4	-10	CCC(NC(=O)c1cccc(Cn2cc([N+](=O)[O-])cn2)c1)c1ccc(C(C)C)cc1 (configuration not stated)
-17	.	17	-3	3	-14	-17	-3	100	-1.2	.	O=C(NC1=NCCS1)c1cccc(NC(=O)c2ccco2)c1
-1	-1	10	-5	-13	-10	-10	5	104	1.0	.	COc1ccc(OC)c(S(=O)(=O)Nc2c(F)cccc2F)c1
3	-4	3	-3	5	4	-3	12	96	-0.2	5	O=C(CNS(=O)(=O)c1ccccc1)N1CCCC1
